D1 ag: human D1 receptor agonism. P21728. HEK293 T-REx D1 cells, calcium flux, agonist mode. activation, % at 2 µM. 360,000 compounds, 1% hits; in the data active = activation above about 30%; note: 0% is about no effect
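Tetracycline-induced HEK293 TREx D1 cells, force-coupled to calcium signalling, were dye-loaded with a no-wash calcium kit. Compound was pin-added after a 10 s baseline. Fluorescence was read kinetically at 1 cycle/s for 180 s, with calcium rises flagged as agonism.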
RXFP1 ag: RXFP1 (human) receptor agonism. Q9HBX9. HEK293T-RXFP1 cAMP TR-FRET, 30 min; response scale: percent of porcine relaxin response, buffer zero. Potency, µM (doses to about 57.5 µM), inactives show at the highest dose activation, most hits filed as activators. 370,000 compounds, 0.3% hits; note: potency is the fitted concentration of half-maximal effect; % is set by controls: 0 for no effect and ±100 for the full control effect; nearly all actives have a fitted effect of over 60% in size; many of its hits are not listed in these tables
Target sequence (Q9HBX9 whole entry, looked up): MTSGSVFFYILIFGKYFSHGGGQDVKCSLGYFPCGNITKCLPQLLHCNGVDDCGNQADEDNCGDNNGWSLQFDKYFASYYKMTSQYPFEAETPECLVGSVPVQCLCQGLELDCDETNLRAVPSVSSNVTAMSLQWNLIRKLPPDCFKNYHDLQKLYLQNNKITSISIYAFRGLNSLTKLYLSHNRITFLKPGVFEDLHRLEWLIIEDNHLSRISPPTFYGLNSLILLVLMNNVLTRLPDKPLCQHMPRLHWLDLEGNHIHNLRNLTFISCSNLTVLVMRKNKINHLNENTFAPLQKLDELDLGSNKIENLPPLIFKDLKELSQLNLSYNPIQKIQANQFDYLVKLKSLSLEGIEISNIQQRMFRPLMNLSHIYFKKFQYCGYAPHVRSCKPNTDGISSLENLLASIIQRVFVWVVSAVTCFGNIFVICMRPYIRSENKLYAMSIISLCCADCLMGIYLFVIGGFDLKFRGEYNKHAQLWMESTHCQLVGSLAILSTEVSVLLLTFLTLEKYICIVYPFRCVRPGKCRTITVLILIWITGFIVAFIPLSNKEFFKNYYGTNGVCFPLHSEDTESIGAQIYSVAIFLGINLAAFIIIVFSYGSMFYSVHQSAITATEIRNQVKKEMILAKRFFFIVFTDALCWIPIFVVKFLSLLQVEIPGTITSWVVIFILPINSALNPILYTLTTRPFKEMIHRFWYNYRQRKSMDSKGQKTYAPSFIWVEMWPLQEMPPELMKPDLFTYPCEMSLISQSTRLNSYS
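Agonist response is measured as cAMP accumulation in an RXFP1-transfected HEK293T line under PDE4 inhibition. Values are scaled between buffer-only and 29 nM porcine relaxin, and EC50s come from standard Hill equation fits.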
Vif-APOBEC3G blk: Vif-A3G binding inhibition. Potency, µM (highest dose often 46.1 µM), inactives show at the highest dose activity, negative = active, actives largely listed as inhibitors. HeLa A3G-eYFP + Vif (tagged APOBEC3G with the HIV-1 protein that degrades it), YFP fluorescence, overnight. 410,000 compounds, 0.076% hits. Q9HC16;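 note: potency is the fitted concentration of half-maximal effect; % is set by controls: 0 for no effect and ±100 for the full control effect; nearly all actives have a fitted effect of over 60% in size; hits raise eYFP signal because A3G escapes Vif-driven loss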
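Read-out is eYFP fluorescence (Ex 488/Em 500-530) from Vif-expressing HeLa A3G-eYFP cells; more signal means A3G escaped Vif-mediated degradation. Cells plated overnight, compound pinned in, incubated overnight at 37 deg C.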
Vif-APOBEC3F blk: Vif-A3F binding inhibition; HeLa A3F-eYFP + Vif (tagged APOBEC3F with the HIV-1 protein that degrades it), YFP fluorescence increase; Potency, µM (doses to about 46.1 µM), without a hit: at the highest dose activity, negative = active; 390,000 compounds, 0.2% hits; AID 602313; note: potency is the fitted concentration of half-maximal effect; % of control where 0% means no effect; nearly all actives have a fitted effect of over 65% in size
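Fluorescence increase (Ex 488/Em 500-530) after overnight compound treatment at 37 deg C flags inhibition of Vif-driven A3F-eYFP loss in stable HeLa A3F-eYFP/Vif cells seeded overnight beforehand.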
Glioma ERSR ind: induces the endoplasmic reticulum stress response in human glioma cells; Potency, µM, without a hit: at the top dose activation, usual class: activators; 420,000 compounds, 0.02% hits; U87-MG GRP78 promoter luciferase reporter, 16 h; AID 602332; note: potency is the fitted concentration of half-maximal effect; series mostly up to about 76 µM; % of control where 0% means no effect; nearly all actives have a fitted effect of over 35% in size
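Stably transfected U87-MG human glioma cells carrying a GRP78-based luminescent sensor were seeded at 1000 cells/well, pin-dosed with compounds and incubated 16 h. Luciferase reagent was then added, and end-point luminescence was read after 10 min at room temperature.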
D1 antag: human D1 dopamine receptor antagonism; P21728; HEK293 TREx D1 cells, calcium flux, dopamine EC80; stronger effect = lower value; activity change, negative = inhibition, % at 10 µM; 360,000 compounds, 3.2% hits; AID 504652; in the data active = activity change below about -30%; note: % is set by controls: 0 for no effect and ±100 for the full control effect
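Kinetic fluorescence of a calcium dye serves as the read-out. D1-expressing Hek293 Trex cells, induced overnight at 30 C, are exposed to compound for 180 s before an EC80 dopamine addition, then read 180 s further.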
D2 PAM: D2 dopamine receptor (human) potentiation. HEK293 T-REx D2, calcium flux, EC20 dopamine potentiation. potentiation, % at 10 µM. 340,000 compounds, 0.34% hits. P14416;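 active = potentiation over 3 SD above the plate norm, cut at about 30% in these data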; note: 0% is about no effect
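Calcium flux readout, no-wash dye, 1 read/s. Inducible HEK293 Trex D2 line, overnight 30 C. Compound alone 180 s (agonist flags), then EC20 dopamine, another 180 s to score potentiation.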
RXFP1 antagonist: RXFP1 (human) relaxin receptor antagonism. 350,000 compounds, 0.59% hits. HEK293-RXFP1, relaxin-stimulated cAMP HTRF, 30 min; stronger effect = lower value. activity change, negative = inhibition, % at 57.5 µM. AID 1259400;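 active = activity change of -60% or lower, but not beyond a set lower limit; inconclusive = change between -60% and -40%, or beyond the set limit; inactive = change above -40%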; note: % is set by controls: 0 for no effect and ±100 for the full control effect
D1 potentiator: enhances dopamine response at the human D1 receptor; P21728; HEK293 TREx D1 cells, calcium flux, dopamine EC20 potentiation; potentiation, % at 10 µM; 360,000 compounds, 0.036% hits; in the data active = potentiation above about 30%; note: 0% is about no effect
Numbers without * were called inactive; ? = inconclusive; · = no result given; & = joins results of further samples. Unless noted, calls come from the whole dose curve; as a rule, active = well fitted curve in the direction sought with a large enough effect; inconclusive = small, poorly fitted or top-dose-only effect, or another doubt; inactive = no such curve, though single readings can be large; an effect the other way counts as inactive or inconclusive. Only part of the results is shown, so the mix of outcomes need not match the whole.

SMILES	D1 ag	RXFP1 ag	Vif-APOBEC3G blk	Vif-APOBEC3F blk	Glioma ERSR ind	D1 antag	D2 PAM	RXFP1 antagonist	D1 potentiator
Cc1ccc(-c2ccc(CN3C(CC(C)C)C(=O)N(Cc4cn(Cc5ccco5)nn4)CCS3(=O)=O)cc2)cc1 (configuration not stated)	·	·	-10%	0%	-2%	·	·	-3	·
CCOc1ccc(C(=O)Nc2nnc(C(C)C)s2)cc1OCC	1	2.3%	-3%	0%	0%	2	-7	11	-1
CC(C)Oc1ccccc1/C=N/Nc1ccccc1[N+](=O)[O-]	-2	-0.1%	-2%	-15%	3%	11	-1	-3	4
Cc1c(Br)c([N+](=O)[O-])nn1C(C)C(=O)Nc1nccs1 (configuration not stated)	2	-0.3%	-2%	-5%	2%	2	27	0	-6
N#C/C(=C\Nc1ccc2c(c1)OCCO2)c1nc(-c2ccccc2)cs1	0	-0.1%	3%	-8%	-1%	-42*	1	4	-8
CCSc1ncc(Cl)c(C(=O)N2CCN(c3ccc(OC)cc3)CC2)n1	0	2.6%	4%	-1%	1%	-14	-2	·	4
Cc1ccc(-c2nc3ncccc3o2)cc1NC(=O)c1cc2ccccc2o1	4	3.5%	-12%	-5%	-6%	-20	-2	3	-10
O=C1Nc2ccc(Br)cc2C1(O)c1ccc(F)cc1 (configuration not stated)	1	-0.1%	2%	-4%	-1%	3	-2	6	-1
Cc1ccc2nc3sc(C(=O)NCc4ccco4)c(N)c3cc2c1	19	-3.5%	-20%	?	-9%	-12	2	-12	-1
COc1ccc(-c2[nH]c(-c3cccc(OC)c3)nc2SCC(=O)Nc2ccc3c(c2)OCO3)cc1	0	5.5%	-2%	3%	-1%	-13	-15	-2	1
COc1cc(Br)cc(CN2CCN(c3ncccn3)CC2)c1O	1	-1.2%	1%	2%	-3%	-11	-18	2	-5
CCC1=Nc2cc(C(=O)NCCCOC)ccc2Sc2ccc(Br)cc21	7	-0.9%	-30%	-11%	-6%	-29	-10	·	-5
COC(=O)c1sccc1NC(=O)c1ccccc1F	0	2.1%	-10%	3%	17%	5	8	3	-1
CCCCn1c(N)c(N(CCOC)C(=O)c2ccc(-c3cccc(C(F)(F)F)c3)o2)c(=O)[nH]c1=O	3	0.4%	-5%	-6%	2%	2	3	21	0
O=C(c1cc(-c2ccc(Br)cc2)on1)N1CCCC1	1	0.8%	4%	-11%	-7%	-20	7	5	-2

D1 antag, what is marked active above.
| molecule | D1 ag | RXFP1 ag | Vif-APOBEC3G blk | D1 antag | D2 PAM | RXFP1 antagonist | D1 potentiator |
| --- | --- | --- | --- | --- | --- | --- | --- |
| N#C/C(=C\Nc1ccc2c(c1)OCCO2)c1nc(-c2ccccc2)cs1 | 0 | -0.1% | 3% | -42* | 1 | 4 | -8 |

Next part:
SMILES	D1 ag	RXFP1 ag	Vif-APOBEC3G blk	Vif-APOBEC3F blk	Glioma ERSR ind	D1 antag	D2 PAM	RXFP1 antagonist	D1 potentiator
COc1cc2c(cc1OC)CN(S(=O)(=O)c1cccs1)CC2	3	-0.1%	1%	-11%	-3%	-15	15	-9	-4
CC1CCCN(c2ccc(C(=O)NCc3ccccc3)cn2)C1 (configuration not stated)	-3	-0.7%	-9%	-7%	7%	-5	-1	13	6
COc1ccccc1NC(=O)Cc1cccc2ccccc12	4	-4.1%	3%	10%	-2%	1	2	1	12
Cc1ccc(C(CC(=O)O)Nc2nc(N3CCOCC3)nc(N3CCOCC3)n2)cc1 (configuration not stated)	3	4.8%	1%	-3%	-4%	9	·	5	-14
CCCCOc1ccccc1C(=O)NNC(=S)NC(=O)c1ccccc1[N+](=O)[O-]	7	1.2%	6%	1%	-4%	20	8	-20	-2
COc1ccc(NC(=O)c2c(-c3ccccc3)noc2C)c(OC)c1	1	0.3%	-2%	-2%	-3%	1	13	2	5
CCOC(=O)/C(N=Nc1sc(C(=O)OC)c(C)c1C(=O)OCC)=C(\O)CCl	1	0.2%	-2%	3%	0%	7	-17	-11	-7
Nc1nc(O)c(Sc2ccccc2[N+](=O)[O-])c(=O)[nH]1	6	-3.5%	2%	-20%	-1%	-12	6	-13	·
O=C(NCCO)C1COc2ccccc2O1 (configuration not stated)	3	1.7%	2%	-9%	-4%	-1	6	-10	4
O=C(Nc1ccc(Cl)cc1)N1CCCC1	4	1.4%	2%	-1%	1%	4	-3	-6	-3
O=C(Nc1ccc2c(c1)C(=O)N(c1ccccc1)C2=O)c1cccs1	5	?	2%	-21%	-3%	-27	4	-9	-6
C=CCc1ccc(OCCCCN2CC(C)CC(C)C2)c(OC)c1 (configuration not stated)	7	1.4%	3%	6%	-3%	3	-16	2	-14
COc1ccc(Br)cc1/C=N/NC(=O)CN1CCN(Cc2ccccc2)CC1	-1	0.2%	-19%	?	-2%	6	-16	-7	5
C=CCCC(=O)NC1CC(C)(C)Cc2c1cnn2-c1cccc(F)c1 (configuration not stated)	-3	1.0%	2%	1%	0%	-23	11	-2	-2
O=C(Cn1c(=O)n(-c2ccccc2)c(=O)c2ccc(C(=O)NCc3ccc4c(c3)OCO4)cc21)Nc1ccc(F)cc1	9	15%	0%	-2%	-2%	-4	3	·	-1
O=C(CSc1nnc(CNC(=O)c2cccs2)o1)Nc1ccc(F)cc1F	7	2.7%	1%	0%	-3%	6	7	-1	-3
CCOc1ccccc1/C=N/n1c(C)nc2ccccc2c1=O	0	-0.1%	1%	1%	-6%	2	1	4	-5
C=CCn1c(SCC(=O)c2[nH]c(C)c(C(=O)OCC)c2C)nc2scc(-c3ccccc3)c2c1=O	2	1.2%	0%	0%	-3%	8	8	2	-1
COc1cc(OC)c(NC(=O)Cn2cnc3sc(C)c(S(=O)(=O)N4CCC(C)CC4)c3c2=O)cc1Cl	2	-0.2%	1%	-5%	-3%	6	8	-14	2
COc1cc2ccccc2cc1C(=O)Nc1ccc(Cl)c(-c2nc3ccccc3o2)c1	7	-0.1%	0%	-15%	4%	-18	2	-3	-2
O=C(NCc1ccncc1)c1ccc(N2CCCC2)c([N+](=O)[O-])c1	11	-0.3%	2%	-7%	-3%	9	·	3	-1
CC1CCCC(C)N1CC(C)(C)NS(=O)(=O)c1ccc(Cl)cc1 (configuration not stated)	5	-1.0%	-6%	-1%	-2%	14	-6	-13	-7
CC(=O)Nc1ccc(NC(=O)C2CCCN2C(=O)Nc2cccc(F)c2)cc1 (configuration not stated)	5	1.0%	-1%	-12%	-2%	9	0	0	4
COn1c(SCc2ccccc2)nc2ccccc2c1=O	7	5.8%	2%	-5%	0%	3	-1	-3	-2
COc1ccccc1CCNC(=O)C(=O)NCC(c1cccnc1)N1CCN(c2ccccc2)CC1 (configuration not stated)	1	4.1%	2%	-2%	-5%	10	5	-28	-4
O=C(CCn1c(=O)sc2ccccc21)NCc1ccco1	79*	-0.1%	0%	-8%	-3%	-2	-17	-5	-5
O=C(Nc1nc2ccccc2s1)C1=NN(c2ccccc2)C(=O)CC1	3	2.1%	-6%	1%	-1%	-21	-13	-21	-6
Cc1cc(NC(=O)COc2ccc3ccccc3c2)no1	0	20%	-1%	8%	3%	11	3	-19	0
CN(C)C(=S)Nc1ccc(N2CCOCC2)cc1	2	-0.7%	3%	0%	-2%	5	6	3	-1
CC(C)(C)c1ccc(C(=O)NCC(=O)NCC(C)(C)N2CCOCC2)cc1	2	-0.1%	2%	2%	-3%	18	-4	-16	-3
COc1ccc2c(CNC3CCCC3)c(C(=O)O)n(Cc3ccccc3C)c2c1	0	1.1%	-1%	1%	0%	5	-8	-17	0
CCOc1ccc(OCC(=O)OCC(=O)NCC2CCCO2)cc1 (configuration not stated)	1	2.5%	-5%	5%	-3%	-11	-6	4	0
COc1cc(/C=N/NC(=O)c2ccncc2)ccc1O	1&3	2.6%&1.8%	-1%&8%	3%&4%	-3%&1%	-3&10	-9&-2	·	-2&-1
COCCn1c(=S)[nH]c2cc(C(=O)NCC3CCCO3)ccc2c1=O (configuration not stated)	2	-0.8%	-3%	-2%	0%	-7	-3	13	-2
CN(C)c1ccc(/C=C/c2nc3ccccc3s2)cc1	25	2.7%	?	?	-13%&-10%	4	1	-9	-2
CC1CN=C(NC2CCCCC2C)S1 (configuration not stated)	6	0.3%	3%	5%	-4%	22	·	6	0
CC(=O)Nc1ccc2c(COC(=O)[C@H](C)N3C(=O)C4CCCCC4C3=O)cc(=O)oc2c1 (some centres not stated)	1	-2.6%	1%	-12%	-4%	-10	-1	-1	0
COc1ccc(CSc2nc3ccccc3c(=O)[nH]2)cc1F	8	-0.7%	-4%	-6%	4%	7	5	-11	-6
COc1ccc(-n2nc3c(N4CCCC(C(=O)NCCc5ccc(C)cc5)C4)nnc(C)c3c2C)cc1 (configuration not stated)	4	0.2%	-13%	4%	-1%	9	-2	-32	-1
O=C(Cc1ccc(Cl)cc1)Oc1cccc2cccnc12	2	-0.9%	?	4%	0%	2	-11	·	1
CC1C(=O)Nc2ccc(S(=O)(=O)NCc3ccc(Cl)cc3)cc2NC1=O (configuration not stated)	0	7.1%	1%	-7%	3%	-3	2	1	-15
Cc1nc(SCC(=O)NCC2CCCO2)c2c(C)c(C)sc2n1 (configuration not stated)	·	·	0%	-4%	-3%	·	·	6	·
Cc1ccc(/C=N/N2CCN(Cc3ccc(C)cc3)CC2)cc1	2	0.5%	-9%	10%	-1%	1	-20	2	-4
COc1ccccc1-n1cnnc1SCC(=O)NCc1cccs1	-2	0.1%	0%	·	-2%	·	-5	-12	-3
Cc1ccc(NC(=O)C2CCN(C(=O)NC3CCCCC3)CC2)c(C)c1	1	2.9%	1%	0%	-5%	-5	5	-3	-4
CC(C)[C@H](NC(=O)C1CCN(S(=O)(=O)c2ccc(F)cc2)CC1)C(=O)NCc1ccco1	2	4.7%	10%	2%	2%	-22	6	6	-8
CCOC(=O)c1sc(NC(=O)OC)c(C(=O)OC)c1C	1	0.0%	1%	4%	-3%	7	-8	11	2

From PubChem
